hK5 inh: human KLK5 protease inhibitors, primary screen, biochemical, 1536-well; 0.59% of 210,000 active; Kallikrein-5 (Homo sapiens), Q9Y337; recombinant hK5, fluorogenic AMC substrate cleavage; inhibition, % at 5 µM;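 active means inhibition of 40% or more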;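 further: 0% = enzyme controls without compound and 100% = no-enzyme blanks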
Target sequence (Q9Y337 67-293 limits assumed): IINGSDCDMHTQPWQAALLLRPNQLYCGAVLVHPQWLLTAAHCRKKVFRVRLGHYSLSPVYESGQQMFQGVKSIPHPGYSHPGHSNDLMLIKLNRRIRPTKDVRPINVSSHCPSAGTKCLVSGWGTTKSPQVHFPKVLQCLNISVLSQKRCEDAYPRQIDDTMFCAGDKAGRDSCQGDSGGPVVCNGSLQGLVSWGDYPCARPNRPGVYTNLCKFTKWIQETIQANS
Hck Nef HTS: inhibitors of Nef-activated human Hck kinase, primary screen, biochemical, Z-Lyte FRET, 384-well, Hck-YEEI | Tyrosine-protein kinase HCK (Homo sapiens), P08631 | Recombinant Hck-YEEI plus Nef, Z-Lyte FRET kinase assay | inhibition, % at 20 µM | 0.68% of 220,000 active;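 active means Hck-Nef kinase inhibition above about 50%, limit read from the data; inactive means inhibition below that limit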;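 further: 0% = DMSO with Hck plus Nef and 100% = Hck alone without Nef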
FXIIa inh 1536: human FXIIa protease inhibitors, primary screen, biochemical, 1536-well. Coagulation factor XII (Homo sapiens), P00748. purified FXIIa, Boc-QGR-AMC fluorogenic substrate, 2 h. inhibition, % at 5 µM. 0.3% of 220,000 active. AID 800, 2007; in the data active means inhibition above about 40%;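 further: 0% = enzyme with no compound and 100% = blank without enzyme; many of its hits are not listed in these tables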
FXIa inh 1536: human FXIa protease inhibitors, primary screen, biochemical, 1536-well; AID 798, 2007; purified FXIa, Boc-Glu-Ala-Arg-AMC fluorogenic substrate; Coagulation factor XI (Homo sapiens), P03951; 0.14% of 220,000 active; inhibition, % at 5 µM;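 active means inhibition of at least 40%; inactive means inhibition below 40%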;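 further: fluorescence of freed AMC excited at 355 nm; 0% = enzyme without compound and 100% = no enzyme blank; many of its hits are not listed in these tables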
Target sequence (P03951 19-387 limits assumed): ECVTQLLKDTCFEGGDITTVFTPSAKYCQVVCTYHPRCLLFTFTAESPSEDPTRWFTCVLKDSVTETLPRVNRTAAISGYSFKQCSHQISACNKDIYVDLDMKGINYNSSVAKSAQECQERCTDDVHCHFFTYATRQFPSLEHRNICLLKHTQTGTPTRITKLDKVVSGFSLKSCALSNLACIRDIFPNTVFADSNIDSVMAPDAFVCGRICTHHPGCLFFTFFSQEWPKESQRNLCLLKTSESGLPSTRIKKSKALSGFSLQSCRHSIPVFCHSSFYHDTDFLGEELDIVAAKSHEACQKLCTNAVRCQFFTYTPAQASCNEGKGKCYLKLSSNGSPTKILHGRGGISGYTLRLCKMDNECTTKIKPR
Target sequence (P03951 388-625 limits assumed): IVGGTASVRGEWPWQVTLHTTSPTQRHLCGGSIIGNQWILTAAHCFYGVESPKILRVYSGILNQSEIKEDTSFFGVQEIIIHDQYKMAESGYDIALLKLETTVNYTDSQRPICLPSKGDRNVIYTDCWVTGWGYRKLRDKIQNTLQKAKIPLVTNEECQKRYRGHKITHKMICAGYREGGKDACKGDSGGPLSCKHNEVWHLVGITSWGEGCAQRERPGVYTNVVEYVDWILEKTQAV
Rad51 HR inh: human RAD51 strand exchange inhibitors, primary screen, biochemical, fluorescence | AID 1385, 2008 | 0.085% of 200,000 active | hRad51 DNA strand exchange, fluorescence dequenching | inhibition, % at 10 µM;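 active means inhibition above 40% at the single screening dose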;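 further: 0% = DMSO control wells and 100% = blanks with heterologous ssDNA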
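material = hRad51 filaments on single-stranded DNA | reagent = Donor/quencher-labelled 47-bp dsDNA substrate | compound = 10 µM final, single point | schedule = strand-exchange reaction 15 min at room temperature | measured by = fluorescein emission 520 nm, excitation 485 nm | read-out basis = % inhibition versus plate control and blank means | benchmarks = plate controls and plate blanks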
L929 necroptosis: inhibitors of zVAD-triggered necroptosis, primary screen, L929 cells; L929 zVAD necroptosis rescue, ATP luminescence, 24 h; with zVAD 60 µM; viability rescue, % at 10 µM; 0.38% of 220,000 active; AID 1377, 2008;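 active means activation, scaled between plate controls, above about 75%, limit read from the data; inactive means activation under that limit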;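 further: 0% = zVAD with DMSO and 100% = DMSO alone without zVAD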
thrombin 1536: human alpha-thrombin inhibitors, primary screen, counter-screen for coagulation protease inhibitor project, biochemical, 1536-well, fluorogenic AMC substrate; Boc-VPR-AMC fluorogenic substrate cleavage; AID 1046, 2008; Prothrombin (Homo sapiens), P00734; inhibition, % at 5 µM; 0.26% of 220,000 active;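 active means inhibition at or above 40%; inactive means inhibition below 40%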;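 further: 0% = enzyme with no compound and 100% = wells without enzyme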
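System: Human alpha-thrombin protein | Medium: pH 7.5 Tris (50 mM) with NaCl 150 mM, Tween 20 0.05% | Times: Enzyme reaction carried out at room temperature | Detection: AMC fluorescence, 355/460 nm | Evaluation: Percent inhibition scaled between no-compound controls and no-enzyme blanks | Benchmarks: Enzyme without compound as high, wells lacking enzyme as low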
TNF necrop inh: inhibitors of TNF-alpha triggered necroptosis, primary screen, cell-based, Jurkat FADD-/-, single concentration; Jurkat FADD-/- TNF necroptosis rescue, ATP luminescence, 24 h; 0 = TNF only, 100 = no-TNF cells; activation (protection from cell death), % at 10 µM; 0.068% of 220,000 active; AID 463075, 2010;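 active means activation, meaning protection from cell death, of at least 50% relative to plate controls; inactive means activation below 50%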;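 further: necroptosis triggered by 40 ng/mL TNF-alpha added together with compound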
KCC2 mod: KCC2 cotransporter modulators, thallium flux, primary screen, cell-based, HEK293 KCC2, FluoZin-2 fluorescence, MLSMR | Solute carrier family 12 member 5 (Homo sapiens), Q9H2X9 | KCC2 cells, thallium flux FluoZin-2 fluorescence | B-score of Tl+ flux slope (higher = more flux/activation; lower = inhibition) at 10 µM | 2.2% of 190,000 active;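 active means thallium flux slope and its plate-corrected score both differing from the plate sample mean at a set confidence after two filtering rounds, in either direction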;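 further: slope of fluorescence scaled to starting intensity during 10 to 20 s after thallium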
Active calls of the source: *; . = not tested or not shown. Some of the compounds tested (hit frequency here may not be typical).

SMILES	hK5 inh	Hck Nef HTS	FXIIa inh 1536	FXIa inh 1536	Rad51 HR inh	L929 necroptosis	thrombin 1536	TNF necrop inh	KCC2 mod
CCOC(=O)C1=C(C)Nc2nc3ccccc3n2C1c1cccs1 (stereo not drawn)	24	0	16	16	-4	1.4	29	2.9	-0.94
COc1cc(/C=C/C(=O)OCC(=O)NCc2cccs2)ccc1OCC#N	-22	-1	11	8	.	0.8	-5	2.2	0.11
Cc1nnc2ccc(Oc3ccc(-c4ccccc4)cc3)nn12	-8	3	17	3	-4	-0.4	5	-5.5	-3.4
CCc1ccc(N(CC(=O)NC)S(C)(=O)=O)cc1	-7	7	9	3	4	-0.5	-1	-1.4	0.88
Cc1ccc(NC(=O)C(c2ccc(Cl)cc2)N2CCCCC2)cc1 (stereo not drawn)	8	1	7	-3	-5	0.0	-4	4.8	-0.063
COc1cc(C)c(NC(=S)NCCCN2CCOCC2)cc1OC	14	0	9	2	5	1.3	-3	-2.3	-0.21
COc1ccc(OCC(=O)Nc2ccc3nc(C)sc3c2)cc1	1	22	6	-3	5	1.4	-11	0.4	-0.4
CCCc1nnc(-c2ccc(OC)cc2)o1	-14	-1	3	-3	-1	0.2	-3	0.4	-0.78
Cc1ccc(C(=O)N/C(=C/c2ccc(-c3cccc([N+](=O)[O-])c3)o2)C(=O)NC(C)(C)C)cc1	-13	0	43*	33	-5	0.4	-7	0.0	-0.18
Cc1nn(Cc2ccccc2)c(=O)c2nn(-c3ccc(Cl)cc3)c(C)c12	-6	3	9	6	.	-0.1	-2	-1.2	-0.33
CC(=O)OCCN(CCOC(C)=O)c1c(C)[nH]c(=O)[nH]c1=O	-7	0	4	-2	0	-0.7	-1	-0.5	0.34
CCOC(=O)CNC(=O)c1ccc(Cl)s1	-1	-11	3	-4	2	2.5	-4	0.2	0.72
CCC(=O)N1CCN(c2ccccc2NC(=O)COc2cccc(C)c2)CC1	4	1	4	-2	2	-0.6	-4	0.2	13*
Cc1cccc2cc(C#N)c(SCC(=O)NCc3cccs3)nc12	-19	5	9	5	-11	0.9	-5	0.4	0.039
O=C(N/N=C/c1ccc[nH]1)c1cc(-c2ccc(Cl)cc2)nc2ccccc12	.	47	13	5	.	-0.6	0	-2.5	0.48
Cc1cc(=O)[nH]c(Sc2c(-c3ccccc3)c3ccccc3[nH]c2=O)n1	20	0	-2	-7	5	-0.2	-2	-2.6	-0.67
Cc1ccc(C(=O)C(C)OC(=O)c2n[nH]c(=O)c3ccccc23)cc1 (stereo not drawn)	-1	1	12	0	-4	0.1	1	-0.3	-0.32
N#Cc1ccc(C23CC4(C2)[C@H](CN(Cc2cccnc2)[C@@H]4c2ccccc2)C3c2ccccc2)cc1 (stereo partly drawn)	-3	20	1	-3	2	0.4	-5	1.9	-0.0032
COc1ccc(C(C(=O)NC2CCCC2)N(C(=O)c2ccco2)c2ccc(OC)c(OC)c2)cc1 (stereo not drawn)	-7	-6	7	-5	7	-0.5	3	-1.0	-0.26
CCSc1nc2sc3c(c2c2[n+]1CC(CBr)O2)CCCC3 (stereo not drawn)	1	5	10	0	8	0.2	3	-1.5	-0.0085
COC(=O)CSc1ccc2c(N)c(C(=O)OC)sc2c1	-17	-7	23	17	-4	-0.8	-3	-1.4	-1.3
Cc1ccc(NC(=O)CSc2nnnn2-c2ccc3c(c2)OCO3)cc1C	1	1	17	7	-4	79*	2	5.3	.
O=C(NCC1CCCO1)C(c1cccs1)N(C(=O)c1ccc(-c2ccccc2)[nH]1)C1CCCC1 (stereo not drawn)	-9	5	27	23	.	0.1	3	2.4	-5.7*
COc1ccc(CCNC(=O)COC(=O)c2cc(S(=O)(=O)NCc3ccccc3)ccc2O)cc1OC	0	12	0	-1	19	2.9	-2	2.1	-0.83
O=C(NCc1ccncc1)c1nc(-c2ccc(C(F)(F)F)cc2)no1	-2	-11	3	-3	8	0.4	-7	0.4	-0.032
c1ccc(Oc2ccc3ccccc3n2)cc1	-5	-1	5	-2	25	0.2	4	1.5	-0.035
NC(=O)N/N=C/c1coc2ccc3ccccc3c2c1=O	7	32	8	6	2	-1.3	-1	-5.2	.
CCCCC1C2C(=O)N(c3ccccc3)C(=O)C2ON1c1ccccc1 (stereo not drawn)	0	-13	10	2	-4	0.6	-1	-1.2	-0.044
COc1ccc(C2c3c(oc4ccccc4c3=O)C(=O)N2CCCN2CCOCC2)cc1 (stereo not drawn)	.	8	.	.	6	-0.9	.	-0.9	-0.081
COc1cc2c(C(=O)NCc3ccccn3)cn(CC(C)C)c(=O)c2cc1OC	-6	-1	0	-11	-1	-0.1	-5	1.0	0.33
COc1ccc(CNC(=O)c2c(C)cc(=O)oc2C)cc1OC	-21	5	3	6	2	0.6	-12	0.7	.
Cc1cccc(NC(=O)COc2cccc3c2CCN(C)C3=O)c1C	-4	20	7	-7	7	0.9	-2	1.7	-0.12
O=C(/C=C/Nc1ccc(Br)cc1F)c1ccccc1	-16	4	0	-6	6	1.3	-11	-1.4	-0.34
O=C(Nc1ccc(Br)cc1Cl)NC1CC1	.	12	12	2	.	1.0	-1	-0.6	0.033
CCCCN(CC)C(=O)c1n[nH]c(=O)c2ccccc12	-15	-16	4	3	5	-0.6	1	-0.8	1.2
Cc1ccc(-c2nn(C)c(=O)c3ccccc23)cc1CNC(=O)NC1CCCCC1	-1	32	5	-3	.	0.0	-11	-1.0	-0.004
Cc1c(C(=O)OC2CCC(C)CC2)[nH]c2c1C(=O)CCC2 (stereo not drawn)	-6	19	-2	-9	-1	1.6	2	1.3	0.067
COc1ccc(/C=N/NC(=O)COc2ccc3ccccc3c2)c(C(=O)O)c1OC	-14	-1	9	6	.	-0.2	1	0.8	-0.69
O=S(=O)(c1cc(Cl)ccc1Br)N1CCOCC1	-10	1	11	-4	6	0.7	-7	-2.6	1.5
CNS(=O)(=O)c1ccc(OC)c(-c2nnc3c4ccccc4c(C)nn23)c1	-6	0	11	4	-3	0.0	-6	-3.9	0.35

3 compounds already listed, arranged by the number in KCC2 mod, largest number first:
Structure	hK5 inh	Hck Nef HTS	FXIIa inh 1536	FXIa inh 1536	Rad51 HR inh	KCC2 mod
COc1ccc(C2c3c(oc4ccccc4c3=O)C(=O)N2CCCN2CCOCC2)cc1 (stereo not drawn)	.	8	.	.	6	-0.081
COC(=O)CSc1ccc2c(N)c(C(=O)OC)sc2c1	-17	-7	23	17	-4	-1.3
O=C(NCC1CCCO1)C(c1cccs1)N(C(=O)c1ccc(-c2ccccc2)[nH]1)C1CCCC1 (stereo not drawn)	-9	5	27	23	.	-5.7*

(next part)
SMILES	hK5 inh	Hck Nef HTS	FXIIa inh 1536	FXIa inh 1536	Rad51 HR inh	L929 necroptosis	thrombin 1536	TNF necrop inh	KCC2 mod
CCc1cc(=O)oc2c(CN3CCCC3)c(O)c(Cl)cc12	-367	102*	-198	-33	4	0.4	-12	0.3	.
CCN(CC(=O)Nc1ccc(NC(C)=O)cc1)CC(=O)Nc1ccccc1C(=O)c1ccccc1	-2	-12	3	-4	-2	-0.9	-8	0.1	-0.92
COc1ccccc1-c1nnc(SCC(=O)NC2CCS(=O)(=O)C2)n1N (stereo not drawn)	-3	23	10	-4	-1	3.2	-10	0.0	-0.053
COCCn1c(COc2ccc(Cl)cc2)nnc1SCC(N)=O	-6	0	-18	1	-9	-0.2	-2	-0.9	0.5
Cc1cccc(NC(=O)Cn2c(O)c(N=NC(N)=S)c3ccccc32)c1	10	35	5	2	-28	-1.0	1	-0.7	0.39
NC1(N)OC(CN2C(=O)c3ccccc3C2=O)CS1 (stereo not drawn)	8	1	14	3	12	-0.4	4	-2.5	.
CCOc1ccc(NC(=O)Nc2nnc(CC)s2)cc1	-2	-12	12	-1	7	69	4	-1.9	-1
COc1cccc2cc(-c3nc4ccccc4o3)c(=O)oc12	1	16	9	0	29	5.7	5	1.3	0.48
CCOC(=O)CC1=C(C(=O)OCC)C(c2cc(OC)c(OC)cc2OC)C(C#N)=C(N)O1 (stereo not drawn)	-22	1	15	0	4	0.6	2	-0.2	-0.8
Cc1ccc(Cl)cc1N1CCN(C(=O)c2cc3c(=O)n(C)c4ccccc4c3n2C)CC1	-10	25	17	4	-2	1.9	-5	-11	-0.38
COc1ccc(NS(=O)(=O)c2ccc(N3CCCC3)c(NC(=S)Nc3cccc(S(=O)(=O)N(C)C)c3)c2)cc1	-19	17	14	8	-2	0.5	-3	2.7	0.26
COc1ccc(C(NC(C)=O)c2c(O)ccc3ccccc23)cc1OC (stereo not drawn)	-1	2	8	10	-9	0.3	-6	1.3	2.1
COc1ccc(-n2ncc3c(=O)n(CC(=O)OCc4ccccc4)cnc32)cc1	2	-2	-2	-1	4	0.0	1	-0.1	-0.38
Cc1nn(-c2ccc([N+](=O)[O-])cc2)c(N)c1-c1ccccc1	-10	14	-9	-6	-41	1.4	-9	-2.7	-0.11
Cc1cc(-c2ccccc2)n(-c2cc(N/N=C/c3ccccc3O)ncn2)n1	-43	6	6	1	10	5.5	-3	-7.0	0.3
O=C1c2cccc3cccc(c23)C(=O)N1CCN1CCN(CC(O)COc2ccccc2)CC1 (stereo not drawn)	-5	-1	2	3	3	3.4	13	0.2	-1
CC1CC(C)CN(CCCNC(=O)COc2cc(=O)n(C)c3ccccc23)C1 (stereo not drawn)	-8	0	3	-4	-3	0.6	0	-1.8	-0.062

Arranged by molecular weight (ascending): part of the list above.
SMILES	hK5 inh	Hck Nef HTS	FXIIa inh 1536	FXIa inh 1536	Rad51 HR inh	L929 necroptosis	thrombin 1536	TNF necrop inh	KCC2 mod
Cc1nn(-c2ccc([N+](=O)[O-])cc2)c(N)c1-c1ccccc1	-10	14	-9	-6	-41	1.4	-9	-2.7	-0.11
COCCn1c(COc2ccc(Cl)cc2)nnc1SCC(N)=O	-6	0	-18	1	-9	-0.2	-2	-0.9	0.5
Cc1cc(-c2ccccc2)n(-c2cc(N/N=C/c3ccccc3O)ncn2)n1	-43	6	6	1	10	5.5	-3	-7.0	0.3
COc1ccc(-n2ncc3c(=O)n(CC(=O)OCc4ccccc4)cnc32)cc1	2	-2	-2	-1	4	0.0	1	-0.1	-0.38
COc1ccccc1-c1nnc(SCC(=O)NC2CCS(=O)(=O)C2)n1N (stereo not drawn)	-3	23	10	-4	-1	3.2	-10	0.0	-0.053
